# Screening data: PubChem, The Scripps Research Institute Molecular Screening Center
# CCHFV vOTU inh: CCHFV vOTU protease inhibitors, primary screen, biochemical, Pep-AMC substrate, fluorescence. AID 651958, 2012. hit rate 0.55% among 370,000. Crimean-Congo hemorrhagic fever virus L polyprotein viral ovarian tumor (vOTU) protease …. inhibition, % at 11.5 µM; in the data active means inhibition above about 30%; further: 0% = vehicle wells with enzyme and 100% = no enzyme wells
# PrPC TRFRET: inhibitors of human cell surface prion protein PrPC, primary screen, cell-based, TR-FRET. Major prion protein (Homo sapiens), P04156. inhibition, % at 13.8 µM. AID 720596, 2013. hit rate 0.43% among 370,000. TR-FRET read-out; in the data active means inhibition above about 24%; further: 0% = median of the test wells and 100% = reference compound wells
# An asterisk follows results filed as active; & = joins results of further samples. Only part of the results is shown. The share of hits here may be higher or lower than overall.
Molecule | CCHFV vOTU inh | PrPC TRFRET
CCOC(=O)[C@@]12CN(C(=O)OC(C)(C)C)CC=C1N(Cc1ccc(OC)cc1)C(=O)[C@H]2CC(=O)N1CCSCC1 | 7 | 6
COC(=O)[C@]12CCCCC=C1N(Cc1ccc(OC)cc1)C(=O)[C@@H]2CC(=O)N1CCCCC1 | -4 | -6
C=CCN1C(=O)[C@H](CC(=O)NCCc2ccccc2OC)[C@@]2(C(=O)OCC)CCCC=C12 | -1 | 3
CCCCNC(=O)C1(C(=O)c2ccc(OC)cc2)CC(C(=O)OCC)=NO1 (stereo unspecified) | 5 | 7
O=C(c1c(F)cccc1F)N1CCC(Oc2cccnc2)CC1 | 1 | -3
Nn1c(SCC(=O)NC2CCCCC2)nnc1-c1cc(-c2ccc(Cl)cc2)n[nH]1 | -1 | -6
C=CCOC(=O)N1CCC(NS(=O)(=O)c2ccc3c(c2)CCN3C(C)=O)CC1 | 0 | -2
C=CCn1c(SCc2cccc(C(F)(F)F)c2)nnc1-c1ccc(OC)cc1 | 17 | 1
CCCCCCCCN1C(=O)[C@@H](CC(=O)N2CCCC2)C[C@@]2(C(=O)OC)C1=C[C@H](COCc1ccccc1)O[C@@H]2C | 16 | 1
COC(=O)c1cc(-c2cccc(C#N)c2)c(=O)n2c1CCC2 | 0 | -7
CCOc1ccc(-n2c(COc3ccc(Cl)cc3)nnc2SCC(=O)Nc2ccc(OCc3ccccc3)cc2)cc1 | 1 | 9
O=C(Cc1ccccc1)NC1CCCCN(Cc2ccc(Cl)cc2)C1=O (stereo unspecified) | 13 | 17
CC(C)(C)c1ccc(S(=O)(=O)N2CCCC(C(=O)N3CCN(Cc4ccccc4)CC3)C2)cc1 (stereo unspecified) | 19 | 15
COc1ccc(S[C@]2(C(=O)N3CCCC3)CC(=O)N(c3ccccc3OC)[C@@H]2c2ccc(OC)cc2)cc1 | 3 | -4
COc1ccc(-c2nnc3n2N=C(c2cccc([N+](=O)[O-])c2)CS3)cc1 | 6 | -15
O=[N+]([O-])c1ccc(OCCCN2CCC(C(O)(c3ccccc3)c3ccccc3)CC2)c(Cl)c1 | 12 | -8
CCN(CC)C(=O)CC[C@@H]1CC[C@]2(CCCN(C(=O)c3ccccc3)C2)O1 | -2 | 0
O=C(Nc1ccc(F)cc1)OCc1cn(Cc2cccc(F)c2F)nn1 | -4 | 9
CC(C)c1cc(C(=O)N(C2CCCCC2)C2CCCCC2)no1 | 11 | -2
COC(=O)C1CN(Cc2cn(Cc3ccccc3)nn2)CCS(=O)(=O)N1Cc1ccc(Cl)cc1 (stereo unspecified) | -1 | -1
O=C(CCc1ccccc1)N[C@H]1/C(=N/O)CCC[C@]12C(=O)N(Cc1ccccc1)c1ccccc12 | 10 | -3
c1ccc(-c2c[nH]c3cccc(C4CCCCC4)c23)cc1 | 2 | -12
Cc1nn(-c2ccccc2)c2sc(C(=O)N3CCN(Cc4ccc(F)cc4)CC3)cc12 | 4 | -1
COc1ccc(/C=C/S(=O)(=O)NCc2ccccc2)c(CNC(=O)OC(C)(C)C)c1 | 14 | 8
c1ccc(-n2c(SCc3cccc4ccccc34)nnc2-c2ccncc2)cc1 | 1 | 12
CCOc1ccc(/C=N/n2c(-c3n[nH]c4c3CCC4)n[nH]c2=S)cc1 | 3 | -2
O=C(NC1CCCCN(Cc2ccc(Cl)cc2)C1=O)c1ccc(-c2ccccc2)cc1 (stereo unspecified) | 6 | 8
N#Cc1ccc(Cn2ccc3ccc(-c4ccc5ccn(C(=O)C6CC6)c5c4)cc32)cc1 | 0 | 3
CSc1ccc(C=Nn2c(-c3cc(C)[nH]n3)n[nH]c2=S)cc1 | 5 | -4
COc1ccc(-c2cc(C(=O)N(C3CCCCC3)C3CCCCC3)no2)cc1 | 3 | -5

# More compounds:
Molecule | CCHFV vOTU inh | PrPC TRFRET
COc1ccccc1CNC(=O)NNC(=O)CCn1nc(C)c([N+](=O)[O-])c1C | -1 | 4
CCOC(=O)c1csc(NC(=O)C2CCCN(S(=O)(=O)c3ccc(Br)s3)C2)n1 (stereo unspecified) | 5 | 12
COC(=O)[C@@]1(C(C)C)N=C(c2cc(OC)c(OC)c(OC)c2)[C@]2(O1)C(=O)N(Cc1cn(Cc3ccccc3)nn1)c1ccc(F)cc12 | 5 | 1
COC(=O)C1CN(Cc2cn(CCOC(C)=O)nn2)CCS(=O)(=O)N1Cc1ccc(Cl)cc1 (stereo unspecified) | -6 | -5
O=C(N=C1N(Cc2ccccc2)C[C@]2(C=C3CCCCC3n3c(=O)n(-c4ccccc4)c(=O)n32)N1C(=O)OCc1ccccc1)c1ccccc1 (stereo partly specified) | -1 | -1
O=C(CSc1nnc(-c2cccnc2)n1-c1ccc(Cl)cc1)c1ccc(F)cc1 | 2 | -3
CCOC(=O)[C@@]12CCCC=C1N(CCc1ccc(Cl)cc1)C(=O)[C@H]2CC(=O)NCCc1ccccc1OC | 15 | 1
C=CCN1[C@H](C#N)[C@@H](c2ccc(C#Cc3ccccc3OC)cc2)[C@H]1CO | 5 | -1
COC(=O)c1cc(NC(=O)NC2CCCCN(Cc3ccc(Cl)cc3)C2=O)cc(C(=O)OC)c1 (stereo unspecified) | 9 | 8
S=c1[nH]nc(-c2n[nH]c3c2CCC3)n1N=Cc1ccc(OCc2ccccc2)cc1 | 1 | -8
Cc1ccc(S(=O)(=O)n2ccc(-c3c(-c4ccc(F)cc4)noc3C)n2)cc1 | -1 | 17
CCN(C(=O)[C@@H]1CC(=O)O[C@@H]1c1ccccc1)c1ccccc1 | -2 | 0
O=C(Nc1ccc(Oc2ccccc2)cc1)C1CCCN1S(=O)(=O)c1cccc2cccnc12 (stereo unspecified) | -1 | 4
CCOC(=O)[C@@]12CN(C(=O)OC(C)(C)C)CC=C1N(Cc1ccc(OC)cc1)C(=O)[C@H]2CC(=O)N1CCN(C(=O)c2ccco2)CC1 | 5 | -2
O=C(NCCc1ccccc1)OCc1cn(Cc2cc(F)ccc2F)nn1 | 0 | -7
COc1cccc(C(=O)n2ccc3ccc(-c4ccc5ccn(C(=O)c6cccc(OC)c6)c5c4)cc32)c1 | -10 | -3
COc1ccc(Cn2ccc3ccc(-c4ccc5ccn(Cc6ccc(F)cc6)c5c4)cc32)cc1 | 8 | 9
c1ccc2cc(Cn3ccc4ccc(-c5ccc6cc[nH]c6c5)cc43)ccc2c1 | 10 | -5
CCOC(=O)[C@]12CCCC=C1N(CCCOC)C(=O)[C@@H]2CC(=O)N1CCN(C(=O)C2CC2)CC1 | -30 | -2
COC(=O)[C@]12C[C@H](CC(=O)N3CCSCC3)C(=O)N(Cc3cccc4ccccc34)C1=C[C@H](C1CCCC1)O[C@@H]2C | 12 | 9
CC(C)c1cc(C(C)C)c(S(=O)(=O)N2CCC(C(=O)NCc3cccs3)CC2)c(C(C)C)c1 | 17 | -4
Cc1cc(=O)[nH]c(SCC(=O)Nc2cccc(C)c2C)n1 | -4 | 0
CCOc1cccc(-c2nnc3n2N=C(c2ccc(OC)cc2)CS3)c1 | 11 | 8
O=C(Cc1cccs1)NC1CCCCN(Cc2cccc(Cl)c2)C1=O (stereo unspecified) | 8 | 5
O=C(CSc1nnc(-c2ccco2)n1-c1ccc(Cl)cc1)Nc1ccccc1-c1ccccc1 | 5 | -4
O=S1(=O)CC2c3ccccc3CN2CN1Cc1ccc(F)cc1 (stereo unspecified) | -1 | 2
C=CCN(C)CC#Cc1ccc(F)cc1 | 5 | -7
O=C(NCCCc1ccccc1)OC1CC2CC1[C@H]1CCCCN1[C@H]2Cc1ccccc1 (stereo partly specified) | 2 | -1
Cc1ccc2c(c1)C1CS(=O)(=O)N(C3CCCC3)CN1C2 (stereo unspecified) | -7 | -3
CCCCCCCCN1C(=O)[C@@H](CC(=O)N2CCN(C(=O)C3CC3)CC2)C[C@@]2(C(=O)OC)C1=C[C@H](COCc1ccccc1)O[C@@H]2C | 13 | -3

# An excerpt of these results, field by field.
> COc1ccc(Cn2ccc3ccc(-c4ccc5ccn(Cc6ccc(F)cc6)c5c4)cc32)cc1
  CCHFV vOTU inh: 8 | PrPC TRFRET: 9

> c1ccc2cc(Cn3ccc4ccc(-c5ccc6cc[nH]c6c5)cc43)ccc2c1
  CCHFV vOTU inh: 10 | PrPC TRFRET: -5

> CCOC(=O)[C@]12CCCC=C1N(CCCOC)C(=O)[C@@H]2CC(=O)N1CCN(C(=O)C2CC2)CC1
  CCHFV vOTU inh: -30 | PrPC TRFRET: -2

> COC(=O)[C@]12C[C@H](CC(=O)N3CCSCC3)C(=O)N(Cc3cccc4ccccc34)C1=C[C@H](C1CCCC1)O[C@@H]2C
  CCHFV vOTU inh: 12 | PrPC TRFRET: 9

# Further results:
Molecule | CCHFV vOTU inh | PrPC TRFRET
Cc1ccc(-n2c(SCC(=O)Nc3ccc4cn[nH]c4c3)nnc2-c2ccccc2)cc1 | 6 | 7
COC(=O)[C@H]1C[C@@]2(N3CCCCC3)c3ccccc3N(S(=O)(=O)c3ccccc3)[C@H]2N1 | -1 | 8
CCCCCCC(=O)NC1CCCCN(Cc2ccc(Cl)cc2)C1=O (stereo unspecified) | 5 | 3
COC(=O)[C@]12C[C@H](CC(=O)NCC3CCCCC3)C(=O)N(CCC3=CCCCC3)C1=C[C@H](C1CCCC1)O[C@@H]2C | 29 | -2
O=C(CSc1nnc(-c2cnccn2)n1-c1ccccc1)c1ccc(F)cc1 | -2 | 6
CCCN(CC1CC1)C(=O)CSc1nnc(-c2ccncc2)n1-c1ccc(OC)cc1 | -3 | 8
Cc1cccc(Cn2cc(CN3CC(N4CCN(CCOC(=O)c5cc6ccccc6o5)CC4)CS3(=O)=O)nn2)c1 (stereo unspecified) | 2 | -5
O=C(CCc1ccccc1)N[C@H]1[C@@H](OC(=O)c2cccnc2)CCC[C@@]12C(=O)N(Cc1ccccc1)c1ccccc12 | 4 | 3
CCOC(=O)CC[C@@]1(C(=O)OCC)C[C@@H](CC(=O)N2CCN(C(=O)c3ccco3)CC2)C(=O)N2CCCC=C21 | -9 | 3
O=C(NC1CCCCN(Cc2cccc(Cl)c2)C1=O)c1ccc2ccccc2c1 (stereo unspecified) | -1 | 7
Cc1cc(=O)[nH]c(SCC(=O)Nc2cccc(Cl)c2F)n1 | 5 | 3
O=C(CSc1nnc(-c2ccccc2)n1-c1ccccc1)NN=Cc1ccc(-c2ccccc2)cc1 | 2 | -5
O=C(Cn1nnc(-c2ccccc2F)n1)Nc1ccc(F)cc1F | -3 | 7
COCCCNC(=O)C[C@H]1C[C@@]2(C(=O)OC)C(=C[C@H](COCc3ccccc3)O[C@@H]2C)N(Cc2cccc3ccccc23)C1=O | 12 | 1
Cn1ccnc1CN1CCC[C@]2(CC[C@H](CCC#N)O2)C1 | 2&-2 | 5&-9
COc1ccc(S[C@]2(C(=O)N3CCN(c4ncccn4)CC3)CC(=O)N(C(=O)/C=C/c3ccccc3)[C@@H]2c2ccc(OC)cc2)cc1 | 14 | 11
Fc1ccc(C2=Nn3c(nnc3C3CCCCC3)SC2)cc1 | 5 | 1
O=C(CSc1nnc(Cc2cccs2)n1-c1ccc(Cl)cc1)Nc1ccc(OCc2ccccc2)cc1 | 8 | 4
COc1ccc(-n2c(COc3ccc(Cl)cc3)nnc2SCC(=O)Nc2ccc3c(c2)OCO3)cc1 | 5 | 1
CC(C)CNC(=O)OCc1cn(Cc2cccc(C(F)(F)F)c2)nn1 | 5 | 1
CN(C)[C@H]1CCN(c2cccc3c2S(=O)(=O)N(C2CC2)CCCO3)C1 | 1 | 1
CCC(CO)Nc1cccc2c1S(=O)(=O)N(Cc1cn(Cc3ccc(F)cc3)nn1)Cc1ccccc1O2 (stereo unspecified) | -3 | -5
O=S1(=O)c2c(cccc2N2CC[C@@H](O)C2)O[C@H]2CCN1C2 | 0 | 1
O=C(Nc1ccc2ccccc2c1)NC1CCCCN(Cc2cccc(Cl)c2)C1=O (stereo unspecified) | -9 | 9
Cc1cccc(NC(=O)NN(C(=O)c2ccccc2Cl)C(C)(C)C)c1 | -6 | 4
CC(C)CN1C(=O)C[C@@]2(C(=O)N(C)c3ccc(NS(=O)(=O)c4ccc(F)cc4)cc32)C1c1ccccc1 (stereo partly specified) | 6 | -2
O=C(Nc1ccc(Cl)cc1)OC1CCC12CCC(c1ccccc1)CC2 (stereo unspecified) | 10 | 9
C=CCN1C(=O)[C@@H](CC(=O)NCC2CCCCC2)[C@]2(C(=O)OC)CCCCC=C12 | -1 | 9
COc1cccc(/C=C2\CC3(OC(=O)c4ccco4)CCCN2C3)c1 (stereo unspecified) | 0 | -2
COc1ccc(C(=O)OCCN2CCN(C3CN(Cc4cn(Cc5cccc(C)c5)nn4)S(=O)(=O)C3)CC2)cc1OC (stereo unspecified) | -2 | -6

# One compound at a time, from the list above. Order of values: CCHFV vOTU inh | PrPC TRFRET
# Profile of `CCCCCCC(=O)NC1CCCCN(Cc2ccc(Cl)cc2)C1=O` (stereo unspecified) = 5 | 3
# Profile of `O=C(Cn1nnc(-c2ccccc2F)n1)Nc1ccc(F)cc1F` = -3 | 7

# Continued.
Molecule | CCHFV vOTU inh | PrPC TRFRET
COC(=O)[C@]12C[C@H](CC(=O)NCCc3ccccc3OC)C(=O)N(Cc3cccc4ccccc34)C1=C[C@H](COCc1ccccc1)O[C@@H]2C | 12 | -2
CN(Cc1ccccc1)C(=O)OCc1cn(Cc2cc(F)ccc2F)nn1 | 1 | -3
COc1ccc(S[C@]2(C(=O)N3CCCC3)CC(=O)N(S(=O)(=O)c3ccc(F)cc3)[C@@H]2c2ccc(OC)cc2)cc1 | 5 | -2
O=C(O)c1cc2ccccc2n1C1CCN(Cc2ccccc2)CC1 | 0 | -2
COC(=O)C1CN(Cc2cn(Cc3ccc(F)cc3)nn2)CCS(=O)(=O)N1Cc1ccccc1 (stereo unspecified) | 2 | -1
c1ccc2c(c1)N=C(N1CCN(Cc3ccc4c(c3)OCO4)CC1)c1ccccc1S2 | -1 | 0
Cc1ccc(OCc2nnc(SCC(=O)Nc3ccc(S(=O)(=O)Nc4cc(C)nc(C)n4)cc3)n2Cc2ccco2)cc1 | 5 | -5
